Screening results (PubChem BioAssay)
S100A4 inh HTS: inhibitors of S100A4-myosin IIA peptide binding, primary screen, biochemical, fluorescence polarization, TAMRA-MyoIIA peptide. Protein S100-A4 (Homo sapiens), P26447. inhibition, % at 10.7 µM. 360,000 tested, 0.14% active. AID 652163, 2013;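 active = mean inhibition of at least 70% across replicates, with every replicate also reaching that level; inconclusive = mean inhibition reaches 70% but some replicates fall short; inactive = mean inhibition below 70%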
Target sequence (P26447 whole entry, looked up): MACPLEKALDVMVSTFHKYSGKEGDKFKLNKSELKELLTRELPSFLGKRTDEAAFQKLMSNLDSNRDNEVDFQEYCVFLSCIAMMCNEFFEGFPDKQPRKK
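Test system – S100A4 monomer (human) · Compound – single-point compound testing · Schedule – 5 min incubation before reading · Probe or stimulus – TAMRA-labelled myosin IIA heavy-chain peptide probe, 5 nM · Benchmarks – neutral control DMSO, positive control TFP · Medium – Calcium-containing HEPES buffer, pH 7.2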
E-selectin induc: E-selectin induction in HUVECs, primary screen, imaging, HUVEC, immunofluorescence imaging, single point; normalized: neutral wells 0, TNF-alpha wells 100; activation, % at 7.58 µM; 260,000 tested, 0.37% active; AID 686992, 2013;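 active = mean E-selectin-positive cell signal at least 10% of the positive control, reached in at least 60% of replicates, without over 20% cell loss; inconclusive = no rule given, readout overlaps actives, possibly toxicity-flagged; inactive = the rest, including those meeting only one limit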;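 note: in these data hits start at about 27%; measured in HUVEC primary endothelial cells; signal is the percent of cells scored E-selectin positive by PE staining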
Target sequence (P16581 whole entry, looked up): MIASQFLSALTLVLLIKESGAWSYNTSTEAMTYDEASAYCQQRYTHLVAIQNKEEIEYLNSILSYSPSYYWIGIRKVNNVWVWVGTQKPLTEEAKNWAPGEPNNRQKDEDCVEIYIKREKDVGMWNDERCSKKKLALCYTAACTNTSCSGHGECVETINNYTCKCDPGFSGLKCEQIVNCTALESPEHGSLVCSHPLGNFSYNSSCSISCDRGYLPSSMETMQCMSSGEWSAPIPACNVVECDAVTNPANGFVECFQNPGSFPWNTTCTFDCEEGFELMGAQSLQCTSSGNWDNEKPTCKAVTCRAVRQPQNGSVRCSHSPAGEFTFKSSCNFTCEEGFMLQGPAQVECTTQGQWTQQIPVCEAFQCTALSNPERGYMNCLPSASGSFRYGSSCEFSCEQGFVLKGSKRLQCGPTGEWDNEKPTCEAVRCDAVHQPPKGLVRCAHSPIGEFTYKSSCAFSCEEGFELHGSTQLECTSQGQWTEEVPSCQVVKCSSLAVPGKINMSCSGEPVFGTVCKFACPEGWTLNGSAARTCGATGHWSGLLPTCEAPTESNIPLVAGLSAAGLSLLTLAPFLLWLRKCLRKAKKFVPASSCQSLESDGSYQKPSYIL
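Read-out: % PE-positive cells | Test system: HUVEC | Doses: One compound dose added by pin transfer | Buffer or medium: EGM-2 over gelatin coat | Signal: Immunofluorescence imaging | Benchmarks: TNF-alpha, DMSO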
ERp5 block: inhibitors of ERp5-driven insulin aggregation, primary screen, biochemical, turbidity, absorbance 650 nm, single point; Protein disulfide-isomerase A6 (Homo sapiens), Q15084; 90 min; inhibition, % at 9.99 µM; 350,000 tested, 0.05% active; AID 651711, 2012;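 active = mean replicate inhibition above about 25%, with every replicate also reaching it, limit read from the data, passing the limit was not always enough; inconclusive = only one of those two criteria met; inactive = neither criterion met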
DENV2 CPE rescue: inhibitors of DENV2 cytopathic effect, primary screen, cell-based, plate reader, single concentration; DENV2-infected cells, cytopathic effect rescue; AID 651640, 2012; 350,000 tested, 1.7% active; CPE inhibition, % at 9.99 µM; in the data active = CPE inhibition above about 20%, passing the limit was not always enough; inconclusive = no clear call, values can overlap the other calls; tested in BHK-21 cells;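 note: 0% = median of neutral control wells and 100% = median of positive control wells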
C2C12 statin: suppressors of statin myotoxicity in C2C12 myotubes, primary screen, cell-based, single point, plate reader; C2C12 myotubes + simvastatin, ATP luminescence, 48 h; scaled: DMSO 0, geranylgeraniol control 100; rescue of ATP level, % at 7.49 µM; 330,000 tested, 0.78% active; AID 602340, 2012;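 active = mean ATP rescue above about 67%, or every replicate alone reaching that limit, limit read from the data, passing the limit was not always enough; inconclusive = no clear call, values can overlap the other calls; inactive = mean under the limit and some replicate under it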;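 note: myotubes were challenged with 10 µM simvastatin during compound exposure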
SIRT5 inh: SIRT5 desuccinylase inhibitors, primary screen, biochemical, fluorescence imaging, single point, set 5; Purified SirT5, succinyl-peptide AMC, trypsin-coupled fluorescence; AID 652115, 2013; 330,000 tested, 1.1% active; inhibition, % at 15 µM; in the data active = inhibition above about 15%; inconclusive = no clear call, values can overlap the other calls
Target sequence (Q9NXA8 whole entry, looked up): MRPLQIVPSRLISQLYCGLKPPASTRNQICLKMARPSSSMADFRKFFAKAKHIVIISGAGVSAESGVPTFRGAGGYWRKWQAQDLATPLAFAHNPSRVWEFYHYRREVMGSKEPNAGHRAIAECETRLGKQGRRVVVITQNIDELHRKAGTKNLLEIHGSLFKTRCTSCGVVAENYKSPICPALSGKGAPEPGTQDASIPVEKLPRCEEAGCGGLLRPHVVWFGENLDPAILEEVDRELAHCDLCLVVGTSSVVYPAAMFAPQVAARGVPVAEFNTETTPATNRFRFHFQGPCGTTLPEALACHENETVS
PglD DTNB: C. jejuni PglD acetyltransferase inhibitors, primary screen, biochemical, DTNB colorimetric, single point. UDP-N-acetylbacillosamine N-acetyltransferase PglD (Campylobacter jejuni). purified PglD enzyme, DTNB colorimetric CoA detection. inhibition, % at 12.5 µM. 360,000 tested, 0.098% active; in the data active = inhibition above about 16%, passing the limit was not always enough; inconclusive = no clear call, values can overlap the other calls; note: strong numbers were not always called active
An asterisk follows results filed as active; ? = inconclusive; . = not tested or not shown; & = joins results of further samples. The list is partial. The share of hits here may be higher or lower than overall.

SMILES | S100A4 inh HTS | E-selectin induc | ERp5 block | DENV2 CPE rescue | C2C12 statin | SIRT5 inh | PglD DTNB
O=c1oc(CCO)cc2ccc(-c3ccc4[nH]ccc4c3)cc12 | -7 | 0.8 | 7 | ? | -34 | . | 1
C[C@@H]1CN([C@H](C)CO)C(=O)Cc2cc(NC(=O)C3CC3)ccc2O[C@@H]1CN(C)S(=O)(=O)c1cccs1 | 14 | -1.4 | -1 | -8 | 27 | 4 | 3
C[C@@H]1CCCCO[C@@H](CN(C)C(=O)CCCN(C)C)[C@H](C)CN([C@H](C)CO)C(=O)c2cc(NC(=O)CCCN(C)C)ccc2O1 | 11 | . | -1 | 2 | . | -4 | 2
O=C(NC1CCCC1)[C@H]1[C@H](CO)[C@H]2Cn3c(ccc(-c4ccccc4)c3=O)[C@@H]1N2CCc1ccccc1 | -9 | 0.1 | 0 | 3 | -42 | -7 | 3
Cn1c(SCc2cccnc2)nnc1-c1c[nH]c2ccccc12 | 1 | 0.1 | -6 | 10 | -1 | -10 | 1
CCn1cnc2sc(C(=O)Nc3ccccc3OC)c(C)c2c1=O | 0 | 3.6 | -7 | -5 | -6 | -1 | 3
C[C@H]1CN([C@@H](C)CO)C(=O)c2cccc(NS(=O)(=O)c3cccs3)c2O[C@H]1CN(C)Cc1ccc(C(F)(F)F)cc1 | -10 | 1.7 | 1 | -4 | -21 | 6 | 1
COc1ccc(-c2sc3ccc(N4CCOCC4)cc3c2C#CC2(O)CCCCC2)cc1 | -2 | 0.2 | 4 | -8 | -13 | -3 | 0
O=C(CN1C(=O)C(=O)N(C2CCCC2)C1=O)NCCc1ccc(Cl)cc1Cl | 18 | 1.5 | -3 | 0 | -4 | -4 | 0
O=C(CCCn1c(=O)c2cccn2c2cccnc21)NCCc1ccc(Cl)cc1 | -6 | . | 1 | -3 | 2 | -1 | -5
Cc1ccc(C(=O)NC2CCN(C(=O)Nc3ccccc3)CC2)cc1 | -3 | . | -4 | -1 | 21 | 0 | 1
Fc1cccc(Cc2noc(CN3CCCN(C4Cc5ccccc5C4)CC3)n2)c1 | -8 | . | 3 | -3 | . | 2 | .
Cc1cccn2c(=O)c3cc(C(=O)NC4CCCCC4)c(=N)n(Cc4ccc(F)cc4)c3nc12 | 16 | 4.3 | -8 | 15 | -74 | 0 | 4
O=[N+]([O-])c1ccc(Sc2ncc3ccccn23)nc1 | -2 | . | -1 | 0 | . | 0 | .
CC(C)c1ccc(S(=O)(=O)Nc2ccc(-n3cnnn3)cc2)cc1 | -1 | -0.2 | -3 | 14 | -1 | 3 | 4
O=C(OCC(=O)N1CCN(S(=O)(=O)c2ccc(Cl)cc2)CC1)c1ccc([N+](=O)[O-])o1 | 5 | . | 2 | 0 | 11 | 0 | .
O=C(NCc1cccc(F)c1)c1cccc2c1C(=O)c1ccc(N3CCCC3)cc1S2(=O)=O | -5 | . | 9 | . | 11 | 8 | 1
COC(=O)c1c(-c2ccccc2Cl)noc1-c1cnc(N)nc1C(F)(F)F | 4 | 3.1 | -2 | . | -2 | -4 | -4
CN(C)CC(=O)N1[C@H](C#N)[C@@H](c2ccc(C#CC3CCCCC3)cc2)[C@@H]1CO | -24 | -0.4 | 9 | 15 | 20 | 3 | 3
Cc1noc(C)c1NC(=O)Nc1ccc2c(c1)C(=O)N([C@@H](C)CO)C[C@@H](C)[C@@H](CN(C)C(=O)Nc1cccc3ccccc13)O2 | -20 | 0.0 | 0 | 15 | ? | 0 | -2

3 successive records out of the list so far:
SMILES | S100A4 inh HTS | E-selectin induc | ERp5 block | DENV2 CPE rescue | C2C12 statin | SIRT5 inh | PglD DTNB
COC(=O)c1c(-c2ccccc2Cl)noc1-c1cnc(N)nc1C(F)(F)F | 4 | 3.1 | -2 | . | -2 | -4 | -4
CN(C)CC(=O)N1[C@H](C#N)[C@@H](c2ccc(C#CC3CCCCC3)cc2)[C@@H]1CO | -24 | -0.4 | 9 | 15 | 20 | 3 | 3
Cc1noc(C)c1NC(=O)Nc1ccc2c(c1)C(=O)N([C@@H](C)CO)C[C@@H](C)[C@@H](CN(C)C(=O)Nc1cccc3ccccc13)O2 | -20 | 0.0 | 0 | 15 | ? | 0 | -2

(next part)
SMILES | S100A4 inh HTS | E-selectin induc | ERp5 block | DENV2 CPE rescue | C2C12 statin | SIRT5 inh | PglD DTNB
C/C=C/c1ccc([C@@H]2[C@H](CO)N(C(C)=O)C23CN(C(=O)c2ccncc2)C3)cc1 | 0 | -0.2 | -1 | -9 | . | -2 | .
Cc1cccc(-c2ccc([C@@H]3[C@@H](CO)N4CCCCN(C(=O)c5cccnc5)C[C@@H]34)cc2)c1 | -3 | -0.2 | 0 | 0 | . | -2 | 2
CC(C)N(C(=O)[C@H]1C[C@H](CC(=O)NCCN2CCOCC2)C(=O)N2CCc3c([nH]c4ccc(Cl)cc34)[C@]12C)C(C)C | -2 | 0.6 | 0 | 2 | -3 | 0 | -5
CO[C@@H]1CN(C)C(=O)c2cc(NC(C)=O)ccc2OC[C@@H](C)N(C(=O)CC2CC2)C[C@@H]1C | -7 | -0.2 | -2 | 9 | 2 | -1 | -2
Cc1c(Cl)cccc1NC(=O)CSc1nccn1C | 0 | 4.8 | 6 | 1 | . | 1 | -5
Cc1ccccc1S(=O)(=O)NCC[C@@H]1CC[C@H](NS(=O)(=O)c2ccccc2C)[C@H](CO)O1 | 4 | 2.8 | 3 | 1 | -7 | -1 | 0
CC1CCC2(CC1)NC(=O)N(CC(=O)N1CCc3ccccc3C1)C2=O (stereo not given) | 4 | 5.1 | 2 | 0 | -1 | -3 | 0
O=C(Nc1ccccc1F)N1C[C@@H]2[C@H](c3ccccc31)[C@@H](CO)N2C(=O)Cc1cccnc1 | . | -0.1 | . | . | -5 | . | -1
CN(C)CC(=O)N1[C@H](C#N)[C@H](c2ccccc2-c2ccccc2F)[C@@H]1CO | 6 | 0.0 | 3 | 12 | . | -2 | .
Cn1c(=O)c2nc(-c3ccccc3)c(-c3ccccc3)nc2n(C)c1=O | -3 | 11 | -13 | -2 | . | 1 | .
COc1ccc([N+](=O)[O-])cc1NC(=O)Nc1ccccc1 | . | 1.3 | . | . | -11 | . | 3
Nc1ccccc1C(=O)NC(=O)Nc1ccc(Oc2ncc(Br)cn2)c(Cl)c1 | 5 | 3.7 | 6 | -1 | . | -3 | .
C[C@@H]1CCCCO[C@@H](CN(C)Cc2ccc(Cl)c(Cl)c2)[C@@H](C)CN([C@H](C)CO)C(=O)c2cc(NS(=O)(=O)c3cccs3)ccc2O1 | 3 | 0.1 | -4 | 13 | . | 11 | 0
COc1cc(NS(=O)(=O)c2ccc3[nH]c(=O)[nH]c3c2)cc(OC)c1 | 2 | . | 2 | 1 | 3 | 1 | 0
CC(C)NC1CCC(Nc2ccnc3cc(Cl)ccc23)CC1 (stereo not given) | 11 | -0.4 | 0 | -3 | -54 | . | -3
O=C(OCc1ccc([N+](=O)[O-])cc1)c1cc2ccccc2oc1=O | -2 | . | -5 | -4 | . | 0 | -2
O=C(NC1CCCC1)C(c1ccc(F)cc1)N(Cc1ccccc1Cl)C(=O)CCl (stereo not given) | 0 | . | 2 | -1 | . | -1 | -1
COCCN(CC(=O)Nc1cccc(C)c1C)C(=O)c1cc2ccccc2cc1OC | 2 | . | 4 | 11 | 0 | -4 | -7
O=C(NC1CCCCC1)N[C@@H]1CC[C@@H](CC(=O)N2CCOCC2)O[C@H]1CO | 10 | -0.1 | 0 | . | -7 | 2 | 1
O=C(Cc1ccsc1)N1CCN(S(=O)(=O)c2ccccc2F)CC1 | 0 | . | 2 | . | -7 | -2 | 4
Cc1ccc(CC(=O)Nc2cc(C)on2)cc1 | -3 | . | 3 | . | -7 | -2 | -11
COc1ccc(OC)c(NC(=O)C(=O)NNC(=O)c2cccs2)c1 | -4 | . | 0 | -3 | . | 5 | .
Cc1ccc(C(=O)O)cc1NC(=S)NC(=O)c1ccc([N+](=O)[O-])c(C)c1 | 2 | . | -6 | -3 | . | -1 | .
CC(=O)C1=C(O)C(=Cc2ccccc2)OC1=O | -50 | . | 2 | -10 | . | 20* | -1
CC(C)NC(=O)N(C)C[C@@H]1Oc2ncc(C#Cc3ccncc3)cc2C(=O)N([C@@H](C)CO)C[C@H]1C | 4 | -1.1 | 7 | 3 | 6 | -1 | 1
C[C@H]1CN([C@@H](C)CO)C(=O)Cc2cc(NS(=O)(=O)c3cccs3)ccc2O[C@@H]1CN(C)CC1CC1 | 31 | -0.5 | -2 | -5 | 2 | 0 | 0
O=C1C(NS(=O)(=O)c2cccs2)=C(N2CCN(Cc3ccccc3)CC2)C(=O)c2ccccc21 | -10 | 7.8 | -2 | 3 | . | -3 | .
C/C(=N\NC(=O)c1ccc(O)cc1)c1cc2ccccc2o1 | 2 | -0.1 | 4 | 6 | -28 | 1 | 1
C[C@H]1CN([C@@H](C)CO)C(=O)c2cccc(NS(=O)(=O)c3ccc(Cl)cc3)c2O[C@H]1CN(C)C(=O)Nc1ccc(F)cc1 | -10 | 0.6 | 4 | -9 | 6 | 2 | -1
O=C(NCC(=O)N1CCN(Cc2ccc3c(c2)OCO3)CC1)c1ccccc1F | 1 | 0.1 | -1 | 10 | -1 | 4 | 4
Cc1ccccc1NC(=O)Cc1nc(COC(=O)CCOc2ccccc2)cs1 | -2 | 0.0 | 5 | -6 | . | -1 | 0
CN(CCCNC(=O)c1ccccc1F)CCCNC(=O)c1ccccc1F | -5 | . | 3 | 5 | 9 | 0 | 2
CCc1nc2nc(C)cc(C)n2c1Nc1ccc(OC)cc1 | -12 | -0.2 | 2 | 6 | . | . | .
c1ccc(CCc2nc3ccccc3[nH]2)cc1 | -7 | . | 1 | . | -8 | -2 | 2
CN(C)C(=O)C[C@H]1CC[C@@H]2[C@H](COC[C@@H](O)CN2C(=O)C2CC2)O1 | 0 | 0.0 | 6 | 4 | -3 | 2 | 2
CCOC(=O)C1(Cc2ccc(Cl)cc2)CCN(C(=O)C2=NNC(=O)CC2)CC1 | -11 | 15 | -2 | -2 | 4 | -1 | 1
Cc1nn(C)cc1CN(C)Cc1c(C(=O)N(C)Cc2ccccc2)nc2ccccn12 | -2 | 0.6 | 1 | 1 | -14 | -1 | -3
Fc1ccc(N2CCN(C(=S)NCc3ccco3)CC2)cc1 | -5 | . | 0 | 6 | -4 | -2 | 1
C[C@@H]1CN([C@@H](C)CO)C(=O)c2cc(NS(=O)(=O)c3ccc(Cl)cc3)ccc2O[C@@H](C)CCCCO[C@@H]1CN(C)C(=O)CCCN(C)C | -2 | 0.2 | -1 | 20* | . | -6 | 0
O=C(C[C@H]1C[C@@H]2c3cc(NC(=O)NC4CCCC4)ccc3O[C@@H]2[C@H](CO)O1)NCc1ccncc1 | -3 | 0.1 | 1 | 1 | 3 | 2 | -3
Cc1ccc(CNS(=O)(=O)c2ccc3c(c2)CCN3C(=O)CCCC(=O)O)cc1 | -4 | -0.1 | 10 | -3 | . | 7 | .
Cc1ccc(N(CC(=O)NCc2ccco2)C(=O)CCC(=O)Nc2nccs2)cc1C | -9 | . | 3 | -3 | -14 | -3 | 1
C#CCNC(=O)C1=C[C@H](c2ccccc2)[C@@H](CCCO)[C@H](OCC)O1 | -2&0 | -0.1 | 3&1 | 4&5 | 0 | 0&0 | 13&-1
Cc1ccc(C2=NNC3(CCOC(C)(C)C3)S2)cc1 (stereo not given) | -4 | . | 1 | -4 | . | -3 | .
